# Compound activity (PubChem BioAssay)
# H9c2 TAG inh: reduces triacylglycerol accumulation in H9c2 cells; Nile Red lipid (TAG) fluorescence; cells loaded with 200 µM oleic acid; inhibition, % at 12.5 µM; 230,000 tested, 0.66% active; AID 651582;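 active = pattern-corrected inhibition of lipid staining of at least 50% with the nuclear-stain viability signal not falling by more than 50%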;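 note: 0% = DMSO wells and 100% = triacsin C control wells; some results filed as inactive read as strong as hits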
# H9c2 TAG inh DAPI viability: also measured in H9c2 TAG inh; calls as there; DAPI nuclei signal change (viability), lower = more cytotoxic, %;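 whole-well DAPI fluorescence read on a plate reader as a viability signal; minus 50 percent equals half of cells still viable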
# Numbers without * were called inactive; i = inactive. Only part of the results is shown, so the mix of outcomes need not match the whole.
SMILES,H9c2 TAG inh,H9c2 TAG inh DAPI viability
O=C(CSc1cccc2cccnc12)Nc1cccc(S(=O)(=O)N2CCOCC2)c1,1.7,-4.8
COc1ccc(C(=O)N[C@H](C(=O)OCCCOC(=O)[C@@H](NC(=O)c2ccc(OC)cc2)C(C)C)C(C)C)cc1,-12.3,0.8
COc1ccc(N)cc1S(=O)(=O)Nc1ccccc1Cl,-3.2,5.9
COc1cccc(NC(=O)C(=O)NCCC2CCCCN2S(=O)(=O)c2ccccc2)c1 (configuration not stated),7.3,-3.2
COc1ccccc1-c1sc2ccccc2c1C#Cc1ccc(N(C)C)cc1,3.2,i
Cc1ccc(NC(=O)COC(=O)Cc2ccc(Br)cc2)cc1S(=O)(=O)N1CCOCC1,3.9,8.7
Cc1ccc(NC(=O)C2CCCN2C(=O)NC2CCCCC2)cc1C (configuration not stated),-2.5,0.3
CCc1nc2ccc(C(=O)Nc3ccc4c(c3)OCC(=O)N4)cn2c1N(C)C(=O)C1CCCCC1,3.4,-6.6
Nc1c(Cl)cc(-c2csc(N3CCCC3c3nc4cc(Cl)c(Cl)cc4n3CCOCCO)n2)cc1Cl (configuration not stated),15.2,-4.7
CCCC(=O)N1CCC1(C)C(=O)Nc1cccc(F)c1 (configuration not stated),8.8,3.9
COc1ccc(C2C3=C(CCCC3=O)Nc3nc(C(F)(F)F)nn32)cc1OC (configuration not stated),-3.5,-2.2
CCOC(=O)CNC(c1ccccc1)c1cc(Br)ccc1NC(C)=O (configuration not stated),-10.1,17.6
CC(C)Cc1nc(N2CCOCC2)c(C#N)c2c1CCC2,-22.4,0.1
CC(Sc1n[nH]c(=O)n1Cc1ccccc1)C(=O)NC1CCCCC1C (configuration not stated),-6.9,-2.1
CCOC(=O)CC1C(=O)NCCN1C(=O)COc1ccc(Br)cc1C (configuration not stated),-11.2,2.9
OC[C@H]1OC(O)C[C@@H](O)[C@@H]1O (some centres not stated),-3.4,-1.3
O=c1[nH]c(Cc2ccccc2)nc2scc(-c3ccccc3)c12,-16.4,-6.9
Cc1sc2nc(CN(Cc3cccs3)C(=O)NC3CCCCC3)[nH]c(=O)c2c1C,-5.2,-8.8
CCCC(=O)Oc1ccccc1C1SCc2cc(C)c(C)cc2CS1,47.1,1.9
O=c1cc(C(O)C[N+](=O)[O-])occ1OCc1ccccc1 (configuration not stated),-1.6,5.4
Cc1noc(C)c1COC(=O)C1(c2cccc(F)c2)CCCC1,-29.7,3.4
CCOc1ccccc1NC(=O)CSc1ccc([N+](=O)[O-])cc1,-13.4,-2.4
COc1ccccc1NC(=O)c1nn(-c2cccc(C(F)(F)F)c2)ccc1=O,22.5,-12.0
CC(C)CC(NS(=O)(=O)c1ccccc1S(=O)(=O)NC(CC(C)C)C(=O)O)C(=O)O (configuration not stated),11.9,-7.1
S=C(Nc1ccc(Br)cc1)NC1CCCC1,-10.4,3.9

# Exported as tab-separated lines: 17 of the compounds above
molecule	H9c2 TAG inh	H9c2 TAG inh DAPI viability
Nc1c(Cl)cc(-c2csc(N3CCCC3c3nc4cc(Cl)c(Cl)cc4n3CCOCCO)n2)cc1Cl (configuration not stated)	15.2	-4.7
CCCC(=O)N1CCC1(C)C(=O)Nc1cccc(F)c1 (configuration not stated)	8.8	3.9
COc1ccc(C2C3=C(CCCC3=O)Nc3nc(C(F)(F)F)nn32)cc1OC (configuration not stated)	-3.5	-2.2
CCOC(=O)CNC(c1ccccc1)c1cc(Br)ccc1NC(C)=O (configuration not stated)	-10.1	17.6
CC(C)Cc1nc(N2CCOCC2)c(C#N)c2c1CCC2	-22.4	0.1
CC(Sc1n[nH]c(=O)n1Cc1ccccc1)C(=O)NC1CCCCC1C (configuration not stated)	-6.9	-2.1
CCOC(=O)CC1C(=O)NCCN1C(=O)COc1ccc(Br)cc1C (configuration not stated)	-11.2	2.9
OC[C@H]1OC(O)C[C@@H](O)[C@@H]1O (some centres not stated)	-3.4	-1.3
O=c1[nH]c(Cc2ccccc2)nc2scc(-c3ccccc3)c12	-16.4	-6.9
Cc1sc2nc(CN(Cc3cccs3)C(=O)NC3CCCCC3)[nH]c(=O)c2c1C	-5.2	-8.8
CCCC(=O)Oc1ccccc1C1SCc2cc(C)c(C)cc2CS1	47.1	1.9
O=c1cc(C(O)C[N+](=O)[O-])occ1OCc1ccccc1 (configuration not stated)	-1.6	5.4
Cc1noc(C)c1COC(=O)C1(c2cccc(F)c2)CCCC1	-29.7	3.4
CCOc1ccccc1NC(=O)CSc1ccc([N+](=O)[O-])cc1	-13.4	-2.4
COc1ccccc1NC(=O)c1nn(-c2cccc(C(F)(F)F)c2)ccc1=O	22.5	-12.0
CC(C)CC(NS(=O)(=O)c1ccccc1S(=O)(=O)NC(CC(C)C)C(=O)O)C(=O)O (configuration not stated)	11.9	-7.1
S=C(Nc1ccc(Br)cc1)NC1CCCC1	-10.4	3.9

# Other structures follow.
SMILES,H9c2 TAG inh,H9c2 TAG inh DAPI viability
CC1=C2C3OC(=O)C(C)C3CCC2(C)C=CC1=NO (configuration not stated),0.2,0.9
O=C1CCc2cc(NS(=O)(=O)c3ccc([N+](=O)[O-])cc3)cc3c2N1CC3,4.5,-2.5
COc1ccc(C2C(C(=O)N3CCCC3)c3cc(OC)c(OC)cc3C(=O)N2C)cc1OC (configuration not stated),13.4,10.6
O=C1CCC(C(=O)N2CCCCO2)CN1Cc1ccc(Cl)cc1 (configuration not stated),0.7,4.3
CC(=O)N1CCc2c(sc3c2c(=O)n(-c2ccccc2)c(=O)n3CC(=O)NCC2CCCO2)C1 (configuration not stated),1.3,7.0
O=C(NC1CCCCC1)c1c2c(nc3ccccc13)CCC2,10.3,2.5
O=C(CNC(=O)C1COc2ccccc2O1)Nc1ccc(F)c(F)c1 (configuration not stated),-6.3,4.9
COc1ccc(OC)c(S(=O)(=O)N2CCN3CCCC3C2)c1 (configuration not stated),-1.6,1.2
COc1ccc(/C=N/NC(=O)c2cc(C34CC5CC(CC(C5)C3)C4)[nH]n2)cc1OC,-6.5,-3.6
O=C(NCc1ccc2c(c1)OCO2)C(=O)NCC1OCCN1S(=O)(=O)c1ccccc1 (configuration not stated),3.9,4.2
CCCCN1C(=S)NC[C@@H]1C(C)CC (some centres not stated),-6.1,-7.8
CC(C)(C)NC(=O)c1cccc(NC(=O)CSc2ccccc2)c1,-6.4,3.3
COc1ccc(S(=O)(=O)N2CCCCC2)cc1NC(=O)CCNC(=O)c1ccc(Cl)cc1,2.3,18.0
COc1ccc(-c2nnc(NC(=O)c3ccc(F)cc3)o2)cc1,-1.3,-0.2
CCCOc1ccc(-c2nc(C#N)c(N3CCN(CC)CC3)o2)cc1,-10.5,17.1
O=[N+]([O-])c1cc(CN2CCC(O)CC2)ccc1Cl,13.2,-11.7
COc1cccc(/C=C2/NC(=O)NC2=O)c1OCC(=O)Nc1ccccc1,3.4,-14.6
C=CCNC(=O)c1ccccc1NC(=O)C1CC(=O)N(C(C)C)C1 (configuration not stated),0.0,3.2
COCCCNC(=O)CC1C[C@H](C(=O)N(C(C)C)C(C)C)[C@@]2(C)c3[nH]c4ccc(OC)cc4c3CCN2C1=O (some centres not stated),9.1,18.0
Cc1cc(C)nc(N(C#N)S(=O)(=O)c2ccccc2Cl)n1,-14.3,2.0
CC(=O)Nc1ccccc1C(=O)N1CC(C)OC(C)C1 (configuration not stated),12.5,-9.8
COc1cc(S(=O)(=O)Nc2cccnc2)ccc1Cl,10.5,-5.2
CCN=C1Cn2c(nc3scc(-c4ccccc4)c3c2=O)CN1CC,15.2,4.9
O=C(N/N=C/C(Cl)=C\c1ccccc1)c1cnccn1,19.0,-2.9
Cc1cccc(COCC(Cc2ccccc2)N2CCN(C(=O)c3ccc(Cl)c(Cl)c3)CCC2=O)c1 (configuration not stated),6.3,-6.9

# Single records, from the list above. Screens in order: H9c2 TAG inh	H9c2 TAG inh DAPI viability
# `Cc1ccc(NC(=O)C2CCCN2C(=O)NC2CCCCC2)cc1C` (configuration not stated) across the screens: -2.5	0.3
# `CCCOc1ccc(-c2nc(C#N)c(N3CCN(CC)CC3)o2)cc1` across the screens: -10.5	17.1
# `Cc1sc2nc(CN(Cc3cccs3)C(=O)NC3CCCCC3)[nH]c(=O)c2c1C` across the screens: -5.2	-8.8

# Other structures.
SMILES,H9c2 TAG inh,H9c2 TAG inh DAPI viability
C/C=C/Cn1c(N2CCCCCC2)nc2c1c(=O)[nH]c(=O)n2C,-15.7,4.2
CN(C)S(=O)(=O)c1ccc(SCC(=O)Nc2ccc3c(c2)OCCO3)nc1,-1.8,-2.2
CC(C)Oc1ccc(/C(O)=C2/C(=O)C(=O)N(Cc3cccnc3)C2c2ccco2)cc1 (configuration not stated),-20.5,0.0
Cc1cc(C)c2cc(C(=O)N3CCC(C(=O)c4ccc(F)cc4)CC3)[nH]c2c1,11.3,4.0
C=CCC[C@@H](Cc1ccc(F)cc1)C(=O)O[C@H](CNC(=O)[C@H](CC=C)CC(=O)N(CCO)Cc1ccccc1)c1ccccc1,13.9,-1.5
CCOC(=O)N1CCC(N(CCN(C)C)C(=S)Nc2ccccc2OCC)CC1,-5.6,6.5
CC(=O)NC1(C2CCCCC2=O)CCCCC1 (configuration not stated),-1.5,9.8
CC(=O)NC(Cc1c[nH]c2ccccc12)C(=O)Nc1ccc2c(c1)OCO2 (configuration not stated),-13.6,-2.0
CC1(C)CC(=O)C(C=NCCN2CCN(CC(=O)Nc3ccc(Cl)cc3)CC2)=C(O)C1,0.2,4.2
COc1ccc(C(=O)COC(=O)Cn2cnc3ccccc3c2=O)c(OC)c1,0.3,-1.3
Cc1ccccc1OCC(=O)NCC(=O)OCC(=O)c1ccc([N+](=O)[O-])cc1,9.7,0.4
CC(CC(=O)N1CCN(S(=O)(=O)c2ccc([N+](=O)[O-])cc2)CC1)c1ccccc1 (configuration not stated),8.0,-0.4
COC(=O)c1cc(S(=O)(=O)N2CCN(Cc3ccccc3)CC2)cn1C,6.6,-8.9
O=S(=O)(NCc1cc(-c2ccccc2Cl)no1)c1ccccc1,-9.1,-9.1
Clc1ccc(OCc2nc(-c3ccccn3)no2)c(Br)c1,-15.9,-6.9
CC(Cl)C(=O)c1ccc2c(c1)CCN2C(=O)C1CC1 (configuration not stated),-21.4,9.1
Cc1c(NC(=O)c2ccco2)cccc1-c1nc2cccnc2s1,-11.6,0.4
Cc1ccccc1C(=O)Nc1c2c(nn1C(C)(C)C)CS(=O)(=O)C2,1.5,-5.0
COC(=O)[C@]1(Cc2ccccc2)N[C@H](CN(C)S(=O)(=O)c2ccc(-c3ccccc3)cc2)[C@@H]2C(=O)N(Cc3ccccc3)C(=O)[C@@H]21,-4.0,2.3
Cc1nc(C)c(C(=O)Nc2cccc(C)c2C)o1,2.2,0.8
CN(C)CC#CCC(O)(c1ccccc1)C1CCCCC1 (configuration not stated),18.7,-14.8
Cc1ccc(C(=O)NNC(=O)CCOc2cccc(C)c2)cc1,-9.0,-9.9
Cc1ccc(-c2c(C(=O)NNC(=S)NCC3CCCO3)csc2C)cc1 (configuration not stated),-10.0,4.9
COc1ccc2c(c1)c(CC(=O)Nc1ccc(C)cc1)c(C)n2C(=O)c1ccc(Cl)cc1,61.5*,-10.7*
CCc1ccc2c(c1)NC(=O)C2(C)Cc1ccc(OC(F)(F)F)cc1 (configuration not stated),-2.8,0.4

# Carrying on.
SMILES,H9c2 TAG inh,H9c2 TAG inh DAPI viability
O=C(NCc1ccc(F)cc1)C(c1ccccc1)N(CC1CCCO1)C(=O)Cn1nnc2ccccc21 (configuration not stated),-22.7,4.1
O=C1CCCCCN1Cc1nnc(SCc2nc3ccccc3s2)n1-c1ccccn1,-2.9,3.4
CN(c1ccc(F)cc1)S(=O)(=O)c1ccc(Cl)c(C(=O)Nc2ccncc2)c1,-25.0,-0.2
CCOc1ccc(OCCCC(=O)N2CCN(S(=O)(=O)c3ccccc3C#N)CC2)cc1,-8.8,3.0
S=C(NCC1CCCO1)Nc1ccc(Cl)c(Cl)c1 (configuration not stated),-14.4,9.4
CC(=O)OCC(=O)Nc1ccccc1C,0.2,1.1
Cc1ccc(Cl)cc1NC(=S)NN,-5.0,-3.0
CCOC(=O)C1CCCN(C(=O)c2ccc3c(c2)C(C)(C)CCC3(C)C)CC1 (configuration not stated),2.6,-3.7
Cc1cc(C(=O)N2CCCC(C)(C(=O)NS(=O)(=O)C3CC3)C2)nn1C(C)(C)C (configuration not stated),-1.5,-0.3
COc1cc(/C=C/C(=O)OCC(=O)N2CCc3ccccc32)cc(OC)c1OC,0.8,4.8
CCO[C@@H]1OC(C(=O)N2CCN(Cc3ccccc3)CC2)=C[C@H](c2csc3ccccc23)[C@H]1CCCO,32.9,-5.1
O=S(=O)(c1cnc(Cl)c(Br)c1)N1CCN(c2ncccn2)CC1,6.4,0.5
COc1cccc(CN(C)CC2CCCN(CCc3ccccc3C)C2)c1 (configuration not stated),15.2,10.8
O=C(CSc1nnc(Cc2ccccc2)o1)Nc1ccc2c(c1)OCO2,1.7,-6.0
CN(CC(=O)Nc1ccccc1Cl)C(=O)COC(=O)c1ccc(C(F)(F)F)cc1,-6.6,3.3
Cn1c(-c2ccc(F)cc2)cnc1SCC(=O)Nc1ccccc1N1CCOCC1,-12.8,7.2
N#CCCN(C(=O)CSc1nc(-c2ccccc2)cn1N)c1ccc(F)cc1,9.9,11.6
CCNc1ccc(C(=O)NN=C2CCCC2)cc1[N+](=O)[O-],3.6,-11.9
COCCn1nnnc1C(C(C)C)N(Cc1ccccc1)Cc1cc2cc(OC)ccc2[nH]c1=O (configuration not stated),-9.4,-5.9
O=C(NC1CCCc2c1cnn2-c1cc(F)cc(F)c1)c1ccccn1 (configuration not stated),9.3,2.6
CCOC(=O)N1CCN(S(=O)(=O)c2ccc(C)cc2)CC1,-3.2,1.2
CN(CC(=O)Nc1c(Cl)cccc1Cl)C(=O)Cn1[nH]c(=O)c2ccccc2c1=O,38.3,-12.5
Cc1cccc2[nH]c(SCC(=O)N3CCOCC3)nc12,10.8,0.9
C[C@@H]1CN([C@@H](C)CO)C(=O)CCCn2nncc2CO[C@@H]1CN(C)C(=O)Nc1ccc(-c2cccs2)cc1,-12.8,4.4
CC(C)(C)S(=O)(=O)c1cnc2c(-c3ccc(Cl)cc3)cnn2c1N,-1.8,8.3
CCCCSc1nc(N)c(NC(=O)c2ccco2)c(=O)[nH]1,-9.8,-0.2
